# Bioassay records as filed in PubChem.
# FEN1 inhibitor: human FEN1 inhibition | 0.35% of 390,000 active | Recombinant FEN1 flap cleavage, fluorescence, 15 min | AID 588795 | P39748 | Potency, µM (top dose mostly 114 µM), for the others: at the highest dose activity change, negative = inhibition, usual class: inhibitors; also: nearly all actives have a fitted effect of over 65% in size
#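 Enzyme 10 nM, 15 min RT preincubation with compound; start with substrate 50 nM final; reads at 0 and 15 min; qHTS titration, four-parameter Hill fit.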
# N370S GC mod: inhibitors or activators of N370S glucocerebrosidase for Gaucher disease; P04062; N370S GC spleen homogenate, 4MU-glucoside fluorescence; Potency, µM (series often up to 59.4 µM), inactives show at the highest dose activity change, negative = inhibition, hits mostly inhibitors; 0.092% of 330,000 active; AID 2101;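 also: 0% = full enzyme activity and -100% = no enzyme basal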
# KAT2A inh: inhibitors of human GCN5L2 histone acetyltransferase | Q92830 | GCN5L2 HAT assay, ThioGlo1 CoA-SH fluorescence | Potency, µM (doses to about 58.9 µM), without a hit: at the top dose activity change, negative = inhibition, most hits filed as inhibitors | 0.21% of 390,000 active
# Target sequence (Q92830 whole entry, looked up): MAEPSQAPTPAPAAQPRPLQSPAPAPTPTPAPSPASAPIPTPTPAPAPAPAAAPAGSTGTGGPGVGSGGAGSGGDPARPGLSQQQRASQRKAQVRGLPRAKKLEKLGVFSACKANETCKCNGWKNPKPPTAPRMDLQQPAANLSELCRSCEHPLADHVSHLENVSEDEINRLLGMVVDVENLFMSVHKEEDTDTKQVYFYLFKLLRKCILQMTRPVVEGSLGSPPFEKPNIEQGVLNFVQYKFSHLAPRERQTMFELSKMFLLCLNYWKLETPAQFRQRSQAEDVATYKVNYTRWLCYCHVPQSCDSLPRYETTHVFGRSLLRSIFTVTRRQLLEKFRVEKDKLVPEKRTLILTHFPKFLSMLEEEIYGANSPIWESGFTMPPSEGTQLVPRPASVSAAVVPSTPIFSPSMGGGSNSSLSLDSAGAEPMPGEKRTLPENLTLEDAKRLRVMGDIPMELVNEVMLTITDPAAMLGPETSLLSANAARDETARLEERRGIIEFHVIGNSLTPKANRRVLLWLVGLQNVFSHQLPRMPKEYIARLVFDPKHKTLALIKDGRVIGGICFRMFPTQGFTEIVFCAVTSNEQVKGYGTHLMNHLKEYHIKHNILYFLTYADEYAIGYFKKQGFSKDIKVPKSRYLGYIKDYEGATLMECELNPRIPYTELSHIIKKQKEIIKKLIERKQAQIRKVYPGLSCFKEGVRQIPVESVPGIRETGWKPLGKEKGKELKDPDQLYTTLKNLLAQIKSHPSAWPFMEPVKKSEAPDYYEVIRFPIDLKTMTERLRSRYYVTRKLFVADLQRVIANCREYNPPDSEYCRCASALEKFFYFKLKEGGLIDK
#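 Titration-based screen in which CoA formation is detected via maleimide probe ThioGlo1 (50uM) turning fluorescent on thiol reaction; substrates H3(1-25) 75uM and acetyl-CoA 70uM, GCN5L2 20nM, 20 min incubation at room temperature.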
# The depositor's hits bear a star; ? = inconclusive; . = not tested or not shown; & = joins results of further samples; [ ] = dose if it differs, or a comment. Calls follow the shape of the dose curve; as a rule, active = well fitted curve in the direction sought with a large enough effect; inconclusive = small, poorly fitted or top-dose-only effect, or another doubt; inactive = no such curve, though single readings can be large; an effect the other way counts as inactive or inconclusive. Unless noted, % is scaled to controls: 0 for no effect and ±100 for the full control effect; potency is read from the fitted curve at half-maximal effect.
# Below each compound – FEN1 inhibitor | KAT2A inh | N370S GC mod
Cc1ccccc1NS(=O)(=O)c1ccc(C(=O)N2CCCC2)cc1
→ 2.6% | -27.6% | 2.1%
CCCn1c2ccccc2c2cnn(CC(=O)N(C)c3ccc(F)cc3)c(=O)c21
→ 5.9% | 4.9% | .
Cc1ccc(-c2c[n+](CC(=O)Nc3nc(-c4ccc(F)cc4)cs3)c3n2CCC3)cc1
→ -5.6% | 1.8% | ?
Cc1cc2n(n1)C(c1cn(-c3ccccc3)nc1C)Nc1c(C)cccc1-2 (centres undefined)
→ -4.5% | -0.2% | ?
Cc1cc(NCCCn2ccnc2)n2c(nc3ccccc32)c1C#N
→ -7.2% | -1.2% | ?
Cc1ccc2occ(C(c3nnnn3Cc3ccccc3)N3CCOCC3)c(=O)c2c1 (centres undefined)
→ 9.2% | 5.4% | 16.5%
O=C(c1cc2cc(Cl)ccc2oc1=O)N1CCCC1
→ -1.2% | -6.0% | -10.4%
Cc1cc2oc(C(=O)NCc3ccc(S(N)(=O)=O)cc3)c(C)c2cc1C
→ -11.6% | -8.2% | 14.3%
CC(=O)NN1C(=O)c2ccc(Oc3ccc([N+](=O)[O-])cc3)cc2C1=O
→ -4.1% | 0.0% | -3.4%
NC(=O)c1ccccc1OCC(=O)Nc1ccc2c(c1)OCCO2
→ 3.6% | -2.5% | 1.1%
Cn1ccsc1=NC(=O)c1cccc(OC(F)F)c1
→ -5.6% | 1.5% | -17.0%
CC(=O)Nc1ccc(SCC(CC(C)C)N2CCN(C)CCC2=O)cc1 (centres undefined)
→ -12.4% | . | -0.2%
Cc1ccc(NNC(=O)c2cccs2)cc1Cl
→ -4.2% | -3.3% | 3.5%
CCOC(=O)CC(NC(C)=O)c1ccc([N+](=O)[O-])cc1 (centres undefined)
→ -2.1% | -0.8% | 4.0%
O=S(=O)(NCC(c1cccnc1)N1CCN(Cc2ccccc2)CC1)c1cc(F)ccc1F (centres undefined)
→ -1.1% | -5.2% | -6.4%
NNC(=O)c1cccc(Cn2cc(Br)c([N+](=O)[O-])n2)c1
→ -18.4% | -26.2% | -12.2%
CCC1CN(C(=O)N2CCC(C(=O)N3CCN(c4ccccc4F)CC3)CC2)c2ccccc2O1 (centres undefined)
→ 18.1% | -6.7% | .
CC(=O)c1ccc(N2CCN(Cc3nc4ccccc4[nH]3)CC2)cc1
→ -13.0% | -6.8% | -4.2%
CC(c1nnnn1C(C)(C)C)N(Cc1cccnc1)Cc1ccccc1Cl (centres undefined)
→ -14.6% | -1.2% | -17.9%
CC1CN(C(=O)COC(=O)c2ccccc2O)CC(C)O1 (centres undefined)
→ 2.9% | -0.7% | 0.7%

# Among those listed so far, these have a Cl atom.
# Below each compound – FEN1 inhibitor | KAT2A inh | N370S GC mod
O=C(c1cc2cc(Cl)ccc2oc1=O)N1CCCC1
→ -1.2% | -6.0% | -10.4%
Cc1ccc(NNC(=O)c2cccs2)cc1Cl
→ -4.2% | -3.3% | 3.5%
CC(c1nnnn1C(C)(C)C)N(Cc1cccnc1)Cc1ccccc1Cl (centres undefined)
→ -14.6% | -1.2% | -17.9%

# Next results
# Below each compound – FEN1 inhibitor | KAT2A inh | N370S GC mod
CCN1CC(CN(C)Cc2cn(-c3ccc(C)cc3)nc2-c2ccc(F)cc2)CC1=O (centres undefined)
→ 2.8% | -25.2% | 8.1%
CC(=O)CSc1ncnc2scc(-c3ccc(F)cc3)c12
→ -1.0% | 15.0% | -4.9%
O=c1c2[nH]c3ccccc3c2nc2n1CCS2
→ 14.2% | -9.2% | 2.1%
CCN1CCCC1CNC(=O)c1ccc2c(c1)N(Cc1ccccc1F)C(=O)c1ccccc1S2(=O)=O (centres undefined)
→ -16.2% | 2.1% | -3.1%
O=C(NC1CCCCCC1)C1CCN(S(=O)(=O)c2ccc(F)cc2)CC1
→ -2.9% | -3.3% | 2.0%
O=C1c2cccc3c([N+](=O)[O-])ccc(c23)C(=O)N1CCc1ccccn1
→ -3.9% | -0.4% | -1.9%
Cc1ccccc1C(=O)Nc1ccc2oc(-c3ccc(Cl)c(Cl)c3)nc2c1
→ -0.9% | -4.9% | .
CC(=O)Nc1ccc(NC(=O)COC(=O)c2ccc(S(=O)(=O)NCc3ccco3)cc2)cc1
→ 0.0% | 2.0% | .
O=C(NCc1ccccc1)NC(=O)c1ccccc1F
→ -8.6% | -11.1% | 5.8%
O=C(NCCN1CCOCC1)c1ccc2c(c1)N(Cc1ccccc1F)C(=O)CS2
→ -1.1% | 0.6% | -4.2%
O=C(C1CCCN(S(=O)(=O)c2cccs2)C1)N1CCN(C2CCCCC2)CC1 (centres undefined)
→ -4.9% | -29.3% | -5.1%
NC(=O)c1ccc(-c2ccc(Br)cc2)o1
→ -5.6% | 0.8% | 1.5%
CC1(C)C(=O)Nc2ccccc2N1C(=O)COc1cc(Cl)ccc1Cl
→ -15.4% | -2.1% | .
Cc1c(OCC(=O)N2CCN(c3ccccc3)CC2)ccc2c3c(c(=O)oc12)CCCC3
→ 2.6% | -2.3% | 5.1%
CCOc1ccc(CN2CCN(Cc3ccc(C)o3)CC2CCO)cc1 (centres undefined)
→ 20.6% | 4.4% | 4.3%
Clc1cccc(CNCCCSc2ncccn2)c1Cl
→ 12.0% | -5.2% | -22.5%
COc1ccc(-c2cc(C(=O)NCC3CCCO3)c3ccccc3n2)c(OC)c1 (centres undefined)
→ 0.4% | -5.7% | 1.6%
C/C(=N\NC(=O)Cc1ccccc1[N+](=O)[O-])c1cccnc1
→ -1.2% | ? | -2.7%
O=C(CCCN1C(=O)/C(=C/c2ccccc2Cl)SC1=S)NNC(=O)c1ccncc1
→ -3.1% | -18.6% | -9.4%
CC(=O)Nc1ccccc1-c1nc2ccc(C(=O)N3CCN(c4cccc(C)c4)C(C)C3)cc2[nH]c1=O (centres undefined)
→ 3.7% | -13.0% | 3.0%

# Single records, from the list above:
# O=C(C1CCCN(S(=O)(=O)c2cccs2)C1)N1CCN(C2CCCCC2)CC1 (centres undefined) across the screens: FEN1 inhibitor: -4.9%; KAT2A inh: -29.3%; N370S GC mod: -5.1%
# O=C(NCCN1CCOCC1)c1ccc2c(c1)N(Cc1ccccc1F)C(=O)CS2 across the screens: FEN1 inhibitor: -1.1%; KAT2A inh: 0.6%; N370S GC mod: -4.2%

# Next section
# Below each compound – FEN1 inhibitor | KAT2A inh | N370S GC mod
CC1=NN(C(=O)COc2ccccc2)C(O)(c2ccccc2)C1 (centres undefined)
→ -4.4% | -4.4% | -0.6%
CCn1c(C(O)c2cc(OC)c(OC)c(OC)c2)nc2ccccc21 (centres undefined)
→ -0.9% | -1.8% | -18.5%
COc1ccc(CCn2c(-c3ccc(C(C)(C)C)cc3)n[nH]c2=S)cc1OC
→ -7.0% | -0.7% | 1.7%
CC(=O)CC(c1ccccc1)S(=O)(=O)c1ccc([N+](=O)[O-])cc1 (centres undefined)
→ -9.4% | -20.3% | -2.7%
COc1ccc(NC(=O)CSc2oc(-c3ccc(C)cc3)nc2S(=O)(=O)c2ccc(C)cc2)c(OC)c1
→ -0.3% | -4.3% | .
Cn1c(Cc2cccs2)nnc1SCC(=O)Nc1ccccc1
→ 7.2% | 2.1% | -2.1%
Cc1c(Cl)cccc1NC(=O)Cn1cc(C(F)(F)F)cc(Cl)c1=O
→ 2.2% | -7.8% | 12.0%
CC(=O)Nc1ccc(NC(=O)C(Cc2ccccc2)NC(=O)C2CCCCC2)cc1 (centres undefined)
→ 0.6% | 8.1% | -0.4%
O=C(Cc1ccccc1Cl)N1CCN(c2ncccn2)CC1
→ -3.5% | -5.6% | 0.2%
CCCCCc1c(C)nc(Nc2nc(C)c3cc(OC)ccc3n2)[nH]c1=O
→ -3.9% | -15.1% | -27.4%
NNC(=O)c1ccc(CSc2nc3ccccc3s2)cc1
→ -1.9% | -1.1% | 0.9%
Nc1ccccc1NC1CCCCC1
→ -3.8% | -4.1% | -18.0%
CCc1cccc(CC)c1NC(=O)C1CN(S(=O)(=O)c2ccccc2)CCN1S(=O)(=O)c1ccccc1 (centres undefined)
→ -17.3% | 0.4% | -1.4%
Cc1nn(Cc2ccc(C(=O)NN)o2)c(C)c1Cl
→ 10.6% | -1.5% | 0.0%
O=C(NNC(=S)Nc1ccc(Cl)cc1)c1ccccc1OC(F)F
→ 5.4% | 1.0% | -5.4%
C[C@H](CCC(=O)NCC(=O)O)[C@H]1CC[C@H]2[C@H]3[C@@H](C[C@@H](O)[C@]12C)[C@]1(C)CC[C@H](O)C[C@@H]1C[C@@H]3O
→ . | ? | 10.9%[21.6 µM]
Cc1ccc(N2CC(C(=O)Nc3ccc(Br)cc3)CC2=O)cc1 (centres undefined)
→ 10.4% | -2.4% | .
Cc1ccc(C(=O)N(Cc2cccs2)C2CCS(=O)(=O)C2)cc1 (centres undefined)
→ 22.9% | 1.9% | 6.1%
CC(=O)N/C(=C\c1ccccc1)C(=O)OCC(=O)N(C)C1CCS(=O)(=O)C1 (centres undefined)
→ -0.1% | -2.7% | .
Cc1cccc(C2=NNC(=O)C(c3ccc(Cl)cc3)C2)c1 (centres undefined)
→ -0.1% | ? | -7.2%
CCc1ccc(S(=O)(=O)NCC2(N3CCOCC3)CCCCC2)cc1
→ 5.0% | 2.9% | .
CCCCCC(=O)Nc1cccc(C2=NOC3(C2)C[C@H](C(N)=O)N(C(=O)c2ccccc2C(=O)c2ccccc2)C3)c1 (some centres undefined)
→ -12.2% | 13.4% | -5.1%
Cn1nc(C(F)(F)F)c2cc(C(=O)O)sc21
→ -4.2% | -8.0% | -2.5%
O=C(c1cc2cc(Br)ccc2o1)N1CCCCC1
→ -15.8% | -5.4% | 11.9%
Fc1cccc(Cl)c1Cn1nnc2c(-n3ccnc3)ncnc21
→ -11.1% | -18.2% | -6.4%
COC(=O)c1cc(C(=O)OCC(=O)Nc2ccccc2OC(F)F)cc([N+](=O)[O-])c1
→ 7.5% | -2.8% | 5.9%
O=C(O)c1ncc(-c2ccccc2)cn1
→ -5.5% | 0.1% | -0.8%
COc1ccc(C(=O)N/C(=C\c2cc(OC)c(OC)cc2[N+](=O)[O-])C(=O)NCCO)cc1
→ 6.3% | -2.1% | 14.3%
CN(CC1COc2ccccc2O1)C(=S)NC1CCCCC1 (centres undefined)
→ 4.9% | -0.8% | 11.7%
Cc1ccc(C(NC(=O)c2ccccc2)C(Cl)(Cl)Cl)cc1 (centres undefined)
→ 0.5% | -7.0% | ?
O=c1c(-c2ccc(F)cc2)nc2cnc(N3CCNCC3)nc2n1-c1ccccc1
→ . | ? | 20.3%
CCOc1ccccc1NC(=O)C(OC(=O)c1ccc(N(C)C)cc1)c1ccccc1 (centres undefined)
→ -12.0% | -11.1% | ?
COc1ccc(N/C(C)=C/C(=O)c2ccccc2)cc1
→ -11.3% | -7.0% | 12.1%
COc1cccc(C(c2c(O)nc(SC)n(C)c2=O)c2c(O)nc(SC)n(C)c2=O)c1
→ 9.9% | -0.7% | 2.1%
Cc1ccccc1CNC(=O)c1cccc(NC(=O)N2CCSc3ncccc32)c1
→ 3.1% | -0.1% | .
COc1ccc(S(=O)(=O)N2CCC3(CC2)OCCN3S(=O)(=O)c2c(C)cc(C)cc2C)cc1
→ 9.0% | -4.5% | 3.3%
C=C(C)c1ccccc1NC(=O)CCN1C(=O)c2ccccc2S1(=O)=O
→ -12.7% | 3.4% | 3.3%
CCC[C@@H]1CCCO[C@@](C(=O)NCc2ccc(S(C)(=O)=O)cc2)(C(F)(F)F)C1
→ -4.9%&8.4% | . | -5.5%
Cc1[nH]c(=O)[nH]c(=O)c1S(=O)(=O)N1CCCC(C(=O)NCCC2=CCCCC2)C1 (centres undefined)
→ -13.6% | 0.0% | -10.6%
Cc1nn(CC(=O)NCc2ccccc2Cl)c(C)c1[N+](=O)[O-]
→ -9.1% | 12.1% | -1.0%
Cc1cccc(-n2c(SCC(N)=O)nc3c(c2=O)C2(CCCC2)Cc2ccccc2-3)c1
→ -12.2% | -11.4% | 3.4%
COc1ccc(/C=C/C(=O)Nc2cc(C(F)(F)F)ccc2Cl)cc1OC
→ -14.2% | -2.9% | -23.0%
O=C(NCc1ccccn1)c1ccc2nc(-c3ccco3)c(-c3ccco3)nc2c1
→ . | 11.2µM* | 0.8%
CCCNC(=O)c1onc(CSc2ccc(F)cc2)c1C(=O)NCCC
→ -14.1% | 5.3% | 3.3%
Cc1cccc(OCCNC(=O)c2cc(-n3cnnc3)ccc2Cl)c1
→ -3.9% | -2.6% | -15.1%
Cc1noc(C)c1COC(=O)[C@@H](NC(=O)c1ccccc1)C(C)C
→ 4.0% | -3.5% | 6.1%
O=C(CCNC(=O)c1ccc(Cl)cc1)Nc1ccccc1Cl
→ -11.1% | -6.0% | -3.7%
CN(CC(=O)Nc1ccc(Cl)c(C(F)(F)F)c1)C(=O)c1cc(-c2ccncc2)nc2ccccc12
→ -21.8% | -5.6% | -9.2%
